# hgDAF-12 ag – H. glycines DAF-12 receptor agonists, primary screen, cell-based, luminescence, HEK293, GAL4 fusion, UAS-luciferase | Nuclear hormone receptor DAF-12 (Heterodera glycines), GAL4 fusion | HEK293 GAL4-hgDAF12 UAS-luciferase reporter, agonist luminescence; normalized to butyrate control | activation, % at 6.8 µM | hit rate 1.8% among 370,000 | AID 687014, 2013;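 active = activation above a cutoff set at the mean of all screened compounds plus 3 SD, cut at about 10% in these data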;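 note: 0% = DMSO wells and 100% = sodium butyrate wells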
# PLCb3 inh – human PLC-beta3 inhibitors, primary screen, biochemical, fluorescence; inhibition, % at 12.2 µM; Purified PLC-beta3, fluorogenic substrate; hit rate 0.18% among 370,000; 1-phosphatidylinositol 4,5-bisphosphate phosphodiesterase beta-3 (Homo sapiens), Q01970; in the data active = inhibition above about 11%;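 note: 0% = median of compound wells on plate and 100% = full blocker control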
# Target sequence (Q01970 whole entry, looked up): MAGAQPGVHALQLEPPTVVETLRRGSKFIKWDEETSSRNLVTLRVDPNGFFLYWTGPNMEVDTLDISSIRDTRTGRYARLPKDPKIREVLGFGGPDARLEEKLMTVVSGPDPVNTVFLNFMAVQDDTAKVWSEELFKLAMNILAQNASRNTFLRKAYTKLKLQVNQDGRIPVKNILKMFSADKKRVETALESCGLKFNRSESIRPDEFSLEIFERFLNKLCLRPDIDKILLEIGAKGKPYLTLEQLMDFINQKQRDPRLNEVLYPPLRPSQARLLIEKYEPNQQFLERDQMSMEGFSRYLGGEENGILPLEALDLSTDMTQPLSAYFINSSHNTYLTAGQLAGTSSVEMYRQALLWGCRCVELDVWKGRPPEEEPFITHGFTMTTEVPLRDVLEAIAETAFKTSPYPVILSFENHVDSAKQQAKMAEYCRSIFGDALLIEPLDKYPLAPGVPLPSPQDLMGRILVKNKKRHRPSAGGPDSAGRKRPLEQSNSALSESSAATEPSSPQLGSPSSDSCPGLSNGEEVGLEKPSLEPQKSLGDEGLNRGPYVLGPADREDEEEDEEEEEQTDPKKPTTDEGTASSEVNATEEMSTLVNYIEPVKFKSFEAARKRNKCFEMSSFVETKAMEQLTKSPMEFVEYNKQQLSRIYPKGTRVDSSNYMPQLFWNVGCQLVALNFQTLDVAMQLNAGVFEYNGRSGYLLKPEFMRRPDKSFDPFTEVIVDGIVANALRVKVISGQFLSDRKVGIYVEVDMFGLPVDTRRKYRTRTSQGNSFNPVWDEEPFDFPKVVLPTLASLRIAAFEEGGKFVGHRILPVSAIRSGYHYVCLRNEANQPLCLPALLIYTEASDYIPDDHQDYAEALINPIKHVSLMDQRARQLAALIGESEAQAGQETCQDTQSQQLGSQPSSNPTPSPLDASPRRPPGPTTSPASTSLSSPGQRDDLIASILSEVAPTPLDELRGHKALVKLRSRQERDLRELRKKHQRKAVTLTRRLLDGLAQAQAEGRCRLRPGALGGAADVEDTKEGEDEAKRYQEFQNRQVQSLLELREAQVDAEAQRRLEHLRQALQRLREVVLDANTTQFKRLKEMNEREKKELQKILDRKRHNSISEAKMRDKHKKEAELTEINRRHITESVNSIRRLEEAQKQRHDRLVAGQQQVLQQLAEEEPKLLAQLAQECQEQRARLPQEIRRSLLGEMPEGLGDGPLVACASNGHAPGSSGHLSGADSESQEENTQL
# DAX1 inh-1 – DAX1 (NR0B1) inhibitors on StAR promoter, primary screen, cell-based, luminescence, SF-1 (NR5A1), full-length DAX-1; HEK293T StAR-luciferase reporter, SF-1/DAX-1 repression relief; inhibition, % at 6.8 µM; hit rate 1.1% among 370,000; AID 652010, 2013;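 active = inhibition above the mean over all tested compounds plus 3 SD, cut at about 3.6% in these data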;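 note: 0% = DAX-1 cells with DMSO and 100% = cells lacking DAX-1 with DMSO; higher inhibition means more luminescence from relief of DAX-1 repression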
# PG9 binder – binders of HIV-1 gp120 antibody PG9, primary screen, biochemical, TR-FRET; hit rate 0.43% among 360,000; inhibition, % at 6.7 µM; HIV-1 gp120 / PG9 antibody interaction; TR-FRET gp120-PG9 antibody binding; AID 624416, 2012; in the data active = inhibition above about 8.5%
# Rev-erbA mod – modulators of Rev-erb alpha DNA binding, primary screen, biochemical, FITC-DNA, fluorescence polarization, uHTS | Nuclear receptor subfamily 1 group D member 1 (Homo sapiens), P20393 | Rev-erbα–FITC-DNA binding, 90 min | activity, % at 10 µM | hit rate 0.79% among 370,000;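 active = activity above about 14%, limit read from the data; passing the limit was not always enough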;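 note: 0% = DMSO wells with 35 nM protein and 100% = DMSO wells with 750 nM protein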
# ssDAF-12 act – S. stercoralis DAF-12 nuclear receptor activators, primary screen, cell-based, luminescence, HEK293, GRIP1 co-expression, lit1-tk-luc; hit rate 1% among 370,000; HEK293 ssDAF-12/GRIP1 lit1-tk-luc reporter; % of 3 µM dafachronic acid response; AID 652126, 2013; activation, % at 6.8 µM;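 active = activation above the mean over all tested compounds plus 3 SD, cut at about 0.9% in these data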;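 note: 0% = DMSO-only wells and 100% = 3 µM delta7-dafachronic acid wells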
# FXN GAA850 act – FXN promoter activators, primary screen, cell-based, luciferase luminescence, HEK293 lucGAA850. activation, % at 6 µM. HEK293 lucGAA850 FXN promoter luciferase reporter, 24 h; percent of 10 µM SAHA response. hit rate 0.56% among 360,000;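 active = activation above the average of all compounds screened plus 3 SD, cutoff fixed separately per campaign, cut at about 7.5% in these data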;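 note: 0% = DMSO wells and 100% = 10 µM SAHA wells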
# HGIII-sPLA2 inh – human group III sPLA2 inhibitors, primary screen, biochemical, QFRET, BODIPY PC-A2 liposome substrate; QFRET BODIPY PC-A2 liposome hydrolysis, fluorescence; hit rate 0.56% among 370,000; Group 3 secretory phospholipase A2 (Homo sapiens), Q9NZ20; inhibition, % at 12.2 µM;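 active = inhibition above mean plus 3 SD of compounds lying within the high and low control bounds, cut at about 19% in these data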;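 note: 0% = median of test compound wells and 100% = no enzyme DMSO wells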
# DAX1 inh-2 – DAX1 (NR0B1) inhibitors, primary screen, cell-based, HEK293, Gal4-DAX1, luciferase luminescence; Nuclear receptor subfamily 0 group B member 1 (Homo sapiens), P51843; HEK293 Gal4-DAX1 luciferase reporter; inhibition, % at 6.75 µM; hit rate 0.99% among 340,000; AID 504766, 2011;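 active = inhibition above the mean over all tested compounds plus 3 SD, cut at about 4.2% in these data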;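 note: 0% = DAX1-transfected cells with DMSO and 100% = empty-vector control cells with DMSO; inhibition shows as a rise in luminescence from relieved DAX1 repression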
# SMARCA2 act – SMARCA2 (BRM) function activators, primary screen, cell-based, luminescence, high throughput; MG213 cells, MMTV-luciferase reporter, dexamethasone, overnight; activation, % at 9.1 µM; hit rate 1% among 370,000; in the data active = activation above about 7.8%;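 note: 0% = vehicle wells and 100% = reference activator wells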
# hcDAF12 agonist – H. contortus DAF-12 nuclear receptor activators, primary screen, cell-based, luminescence, HEK293, lit1-tk-luc reporter; hit rate 1.4% among 370,000; activation, % at 6.8 µM; HEK293 hcDAF-12 lit1-tk-luc reporter; 0% DMSO, 100% Δ7-dafachronic acid; AID 652067, 2013;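 active = activation above the mean of all tested compounds plus 3 SD, cut at about 5.5% in these data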;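 note: 100% = response to 3 µM Δ7-dafachronic acid high control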
# Numbers without * were called inactive; x = no result given; & = joins results of further samples; ! = repeats disagree.
SMILES,hgDAF-12 ag,PLCb3 inh,DAX1 inh-1,PG9 binder,Rev-erbA mod,ssDAF-12 act,FXN GAA850 act,HGIII-sPLA2 inh,DAX1 inh-2,SMARCA2 act,hcDAF12 agonist
COc1ccc2c(c1)[C@H]1[C@H](CO2)[C@H](c2ccccc2)[C@]2(C)C(=O)Nc3ccc(F)cc3C(=O)N12,2.9,-2,0.0,-1.4,-5,-0.8,-2.7,-15,2.1,0,-1.5
Cc1ccc(C)c(S(=O)(=O)N2CCCOC2CNC(=O)C(=O)NC2CC2)c1 (stereo unspecified),0.5,-6,-2.7,-0.2,10,-0.7,-0.5,4,0.3,0,0.0
CCNC(=O)NC(=O)COc1ccccc1C#N,4.7,0,2.1,-0.4,-3,-1.3,2.7,1,0.0,2,-1.2
COc1ccc2c(c1)N(S(=O)(=O)c1ccccc1)CCC2=O,-4.1,-6,-0.2,6.7,-4,-2.0,-0.4,-5,-0.6,-1,-2.1
Cc1nc2ccccc2c(=O)n1N(c1ccccc1)c1ccccc1,-2.7,-2,-0.5,-0.2,7,-1.5,4.0,-2,-0.1,0,-2.1
O=C(NCCCc1ccncc1)C1CCC(=O)N(Cc2cccc(C(F)(F)F)c2)C1 (stereo unspecified),-1.5,-8,0.6,2.6,0,-1.1,-0.7,2,-0.2,-4,-1.9
O=C(O)c1ccc(-c2ccccc2C(F)(F)F)o1,3.8,0,0.1,-2.1,-5,-0.2,1.0,-2,0.6,3,2.6
NC(=O)CSc1nc(-c2ccccc2Cl)ns1,5.1,-2,0.9,-1.8,-4,-0.4,5.6,1,1.5,1,1.4
COc1ccc(NC(=O)c2sc(NC(=O)C3CC3)nc2C)cc1,1.1,-1,0.4,-1.5,1,-0.1,0.3,2,1.3,-3,1.1
c1ccc(-c2[nH]ncc2-c2nc3ccccc3[nH]2)cc1,0.6,3,-0.7,-1.8,2,-0.3,0.5,5,0.2,-3,-0.7
O=S(=O)(NCc1nnc2c(C(F)(F)F)cc(Cl)cn12)c1ccccc1,1.3,-4,-0.4,-1.2,0,-1.3,-0.4,-1,-0.9,0,1.0
CSc1ccccc1NC(=O)c1noc2c1CCC2,5.4,2,0.1,-1.8,-15,-0.8,3.8,-3,0.8,0,4.4
Cn1nc(C(C)(C)C)cc1C(=O)N1CCCC(C)(C(=O)NS(=O)(=O)C2CC2)C1 (stereo unspecified),1.0,7,0.2,-0.8,-8,-0.9,1.7,11,x,-2,-1.2
Cc1nn2c(nc1=O)NNC2(C)C(C)(C)C (stereo unspecified),0.7,-21,0.8,-1.5,-4,-1.3,1.4,2,3.0,-4,-0.4
CN(CC(=O)NCc1ccc(Cl)cc1)S(=O)(=O)c1cccs1,1.7,-7,-0.1,-0.6,3,-1.1,1.9,-3,0.5,-2,-1.2
Cc1ccc2c(c1)c1nc3ccccc3nc1n2C,5.0,-50,0.3,-4.1,5,1.9*,6.7,3,4.5*,2,5.9*
CC(=O)Nc1cc(NC(C)=O)cc(C(=O)OCC(=O)N(c2ccccc2)C2CCS(=O)(=O)C2)c1 (stereo unspecified),-0.4,-8,0.1,-1.0,-34,-1.7,-1.1,0,0.5,4,-1.2
Cc1ccc(N2C(=O)CC(Cn3nc(C)cc3C)C2=O)cc1 (stereo unspecified),1.3,-1,1.2,1.5,5,-1.1,2.1,0,-0.7,-3,-0.5
CCn1c(COc2ccccc2)nnc1SCC(=O)NC1CC1,1.0,-5,-1.1,0.2,2,-1.1,0.9,0,0.2,0,-1.7
O=C(CN1C(=O)CC(c2ccccc2)S(=O)(=O)c2ccccc21)NC1CCCC1 (stereo unspecified),-1.2,-1,0.5,-2.5,1,-1.9,0.7,-3,0.8,4,0.7
CC(=O)C1=C(O)C(=O)N(Cc2ccco2)C1c1ccc2c(c1)OCO2 (stereo unspecified),-0.1,0,-0.1,0.6,0,-0.7,-0.6,0,-0.6,-1,0.5
CCOC(=O)C1CCN(Cc2cnc(Oc3ccc(C(C)(C)C)cc3)s2)CC1,-1.1,1,0.0,-2.6,1,-1.1,0.2,-3,1.0,6,0.2
O=C(Cn1cc([N+](=O)[O-])cn1)NCCc1nc2ccccc2[nH]1,4.0,3,1.5,0.9,-2,-1.0,-0.4,12,0.9,-4,-0.5
CC1(C(=O)NS(=O)(=O)c2ccc(Cl)cc2)CCN1C(=O)CC1CC1 (stereo unspecified),0.8,1,-0.3,0.7,-1,-1.4,1.6,0,x,0,0.1
Cc1ccc(C(=O)Nc2nc(=O)[nH]s2)cc1,0.6&5.0,1&0,-0.2&-0.1,-2.9&0.3,3&-3,-1.0&-1.1,0.1&0.9,1&1,4.4*!,2&1,-0.3&-1.1
SMILES,hgDAF-12 ag,PLCb3 inh,DAX1 inh-1,PG9 binder,Rev-erbA mod,ssDAF-12 act,FXN GAA850 act,HGIII-sPLA2 inh,DAX1 inh-2,SMARCA2 act,hcDAF12 agonist
COc1cccc(CNC(=O)c2ccc(N3CCOCC3)c([N+](=O)[O-])c2)c1,-2.4,-4,0.3,2.8,2,-1.0,0.9,4,-0.2,-3,-0.7
Cc1ccc2c(CC(=O)NNC(=O)c3ccccc3O)coc2c1,3.1,-46,1.3,-0.6,-5,-0.3,3.0,1,0.7,0,3.4
NC(=O)CCS(=O)(=O)c1ccccc1,-1.9,2,-0.1,1.1,-6,-0.8,0.2,6,-0.2,-3,-0.3
O=C1CC(N2CCN(c3nc4ccccc4s3)CC2)C(=O)N1Cc1cccs1 (stereo unspecified),-0.4,1,-1.5,-4.0,-5,-1.2,-0.3,-18,-1.8,-1,0.1
CCc1ccc2c(c1)C1(NN=C(c3ccc(C)cc3)S1)C(=O)N2 (stereo unspecified),5.1,-163,0.1,-1.2,8,0.0,1.8,-2,-1.4,5,0.9
COc1ccc(/C=C/C(=O)Nc2cc(F)ccc2C)cc1S(=O)(=O)N1CCOCC1,-1.6,-7,-0.3,-1.5,3,-2.4,-2.2,1,-1.3,-1,0.2
O=C(c1ccc2c(c1)N(Cc1ccccc1)C(=O)c1ccccc1S2)N1CCCC1,-0.9,1,-1.5,2.4,-3,-1.1,-9.7,-11,-0.5,-4,-1.9
CC1=CC(C)(C)Nc2ccc(OC(=O)c3cccnc3)cc21,-11,-88,-2.3,-2.4,-6,-2.4,6.6,4,-1.7,-5,-4.0
CC(=NNC(=S)Nc1ccc(C)cc1)c1ccccn1,-2.5,3,-5.0,-0.9,9,-1.5,-5.7,3,-2.7,-6,0.7
Cc1cccc(-n2c(O)c(C=NC3CCS(=O)(=O)C3)c3ccccc3c2=O)c1C (stereo unspecified),-1.8,-10,-0.6,-2.1,-2,-0.9,1.7,-3,0.4,5,-1.4
O=C(O)c1ccc(Cn2nnc3sc4c(c3c2=O)CCCC4)cc1,2.0,-13,0.1,-1.5,-3,0.5,4.5,-11,x,5,0.2
O=C(Cn1cnc2ccccc21)N/N=C/C(Br)=C/c1ccccc1,-0.6,0,-1.6,-1.1,-17,-1.9,0.3,-29,-0.3,0,-2.6
CCOC(=O)Cn1c(=N)n(Cc2ccccc2F)c2ccccc21,-0.1,6,-0.8,-0.4,4,-1.0,-1.1,12,-0.4,6,-1.1
O=C1C=C(c2cccc(O)c2)CCC1,-0.5,3,0.6,1.3,-1,-0.7,-0.8,-3,-0.9,1,-1.6
CCCc1ccc(C2C3=C(CC(C)(C)CC3=O)NC3=C2C(=O)c2ccccc23)cc1 (stereo unspecified),-5.5,6,-1.0,0.2,-5,-1.9,-9.2,1,-0.3,-6,-0.7
COC(=O)c1ccc2c(=O)n(Cc3ccc4c(c3)OCO4)c(=S)[nH]c2c1,1.1,-4,0.1,-2.7,14,-0.5,0.0,3,2.1,3,-0.9
COc1ccc(CC(NC(C)=O)C(=O)NC2CCN(c3nc(C)cc(C)c3C#N)CC2)cc1OC (stereo unspecified),2.9,-21,-0.6,-2.1,-4,-1.0,1.4,1,0.3,15*,-1.5
C[C@@H]1CN([C@H](C)CO)C(=O)c2c(c3ccccc3n2C)-c2ccccc2CO[C@@H]1CN(C)C(=O)CCN(C)C,-0.6,0,-0.9,1.3,5,-1.0,x,-2,x,-6,-1.0
Cc1ccc(C(=O)c2ccccc2C(=O)OCC(=O)NCC2CCCO2)cc1 (stereo unspecified),-3.8,-6,-0.4,-0.8,-2,-1.6,-0.3,7,0.1,-1,-1.2
Nc1nonc1-n1nnc(C(=O)N/N=C/c2ccccc2F)c1CN1CCc2ccccc21,0.1,-9,0.1,-1.6,5,-0.6,1.2,1,0.3,-3,4.8
Cc1ccc(S(=O)(=O)N2CCOCC2)cc1C(=O)Nc1cccc(S(=O)(=O)N2CCCC2)c1,-1.3,0,0.8,1.9,1,-2.2,-0.5,-8,-1.5,-1,-1.7
COc1ccc2nc(NC(=O)c3sc4nc(C)cc(C)c4c3N)sc2c1,0.7,-110,0.3,-0.5,-10,-0.7,3.7,1,0.9,5,0.2
CCN(CC)S(=O)(=O)c1ccc(N2CCCCC2)c(NC(=O)/C=C/c2cc(OC)c(OC)c(OC)c2)c1,1.1,-25,-0.9,-1.7,0,-1.4,-0.2,5,-2.1,-1,-0.2
Cc1nc(-c2cccc3ccccc23)ccc1C(=O)O,-1.2,-20,-0.2,-1.8,0,-1.0,1.7,3,1.5,-2,-1.7
C[C@@H]1CN([C@H](C)CO)C(=O)CCCn2cc(nn2)CO[C@H]1CN(C)S(=O)(=O)c1cccs1,-0.1,1,-1.1,0.7,3,-0.9,x,2,x,-5,-0.5
CC(=O)c1cccc(NC(=O)c2oc(C)nc2C)c1,-1.9,0,-1.2,-1.5,0,-1.7,-0.2,-1,-0.3,-2,-1.1
Clc1ccc(N2CCN(Cc3ccc(Br)o3)CC2)cc1,-1.1,-3,-0.5,1.6,-1,-1.9,1.9,-4,-0.9,1,-0.9
NC(=O)C1CCN(C(=O)CCNS(=O)(=O)c2cc(Br)cnc2N)CC1,-1.1,-5,1.6,-1.6,2,-1.3,-1.7,11,0.5,-1,-1.1

# Screening data from PubChem BioAssay.
